Polio RdRp inh: inhibitors of poliovirus RNA polymerase binding and polymerization | P03300 | % elongation, % (compound at 16.7 µg/mL) | poliovirus polymerase elongation, fluorescence polarization; active compounds read low | 150,000 tested, 0.66% active | AID 588519; in the data active means % elongation below about 90%; further: some results filed as inactive read as strong as hits
Target sequence (P03300 1749-2209 limits assumed): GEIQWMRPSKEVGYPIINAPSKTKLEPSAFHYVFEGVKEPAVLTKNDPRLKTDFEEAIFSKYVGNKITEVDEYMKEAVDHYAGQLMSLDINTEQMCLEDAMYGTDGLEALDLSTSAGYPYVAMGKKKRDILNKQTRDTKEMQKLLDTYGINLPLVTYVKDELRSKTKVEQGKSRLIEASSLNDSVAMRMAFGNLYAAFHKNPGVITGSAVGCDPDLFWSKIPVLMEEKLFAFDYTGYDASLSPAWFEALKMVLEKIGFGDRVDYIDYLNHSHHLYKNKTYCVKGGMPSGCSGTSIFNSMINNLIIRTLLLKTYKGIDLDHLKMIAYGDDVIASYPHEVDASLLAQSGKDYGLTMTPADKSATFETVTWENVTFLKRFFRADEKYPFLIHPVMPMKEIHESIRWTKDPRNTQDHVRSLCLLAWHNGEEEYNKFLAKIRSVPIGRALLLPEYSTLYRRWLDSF
Polio RdRp inh FP z-score: second read-out of Polio RdRp inh, no call of its own (marks repeat the call); z-score; measured here: FP z-score; hits read low
* hit, by the source's call.

smiles	Polio RdRp inh	Polio RdRp inh FP z-score
NC(=O)NNc1cccc2cccnc12	100.0	0.3
O=C(Cn1nc2n(c1=O)-c1ccccc1SC2)c1cccs1	101.0	0
C=CCSc1ncccc1C(=O)NCc1ccc(C)cc1	104.0	1.1
CCN(CC)C(=O)c1sc(N2C(=O)Nc3ccccc3N2O)c(C(=O)OC)c1C	103.0	0.6
CN1CCC(CN)CC1	101.0	-0.2
O=C(CC[n+]1ccc(/C=N/O)cc1)NCc1ccccc1	102.0	0.2
Cc1csc(SCC(=O)c2cc3ccccc3oc2=O)n1	98.0	-0.8
Cc1cc(C)c(Cn2c3ccccc3c3cnn(CC(=O)NCCc4ccccc4)c(=O)c32)c(C)c1	106.0	-0.3
COc1ccc(-c2nnc(SCC(=O)Nc3ccc(Cl)cc3)s2)cc1	108.0	0.2
CCN(CC)C(=O)Cn1ncc2c(C)n(Cc3ccccc3F)c(C)c2c1=O	102.0	-0.7

Next part
smiles	Polio RdRp inh	Polio RdRp inh FP z-score
CCOC(=O)c1cnc2ccc(OC)cc2c1Nc1ccc(OCc2ccccc2Cl)cc1	99.0	-0.9
CCOc1ccc(C2(C)CC(C)(C)Nc3ccccc32)cc1 (centres undefined)	104.0	0.1
COc1cc(NC(=O)C2CCN(c3nnc(C)c4c(C)n(-c5ccccc5)nc34)CC2)cc(OC)c1	106.0	-0.4
Cc1nccn1-c1nc(-c2ccc(F)cc2)cc(C(F)(F)F)n1	101.0	-0.3
CS(=O)(=O)N1CCC(C(=O)NCCc2ccccc2)CC1	103.0	0.5
CC(C)OC(=O)c1ccc(Cn2nnc3sc4c(c3c2=O)CCCC4)cc1	101.0	-1.1
O=C(O)CSc1c(-c2cccs2)[nH]c2ccccc12	100.0	-0.4
COc1ccc(NC2=NP(N(C)C)(N(C)C)=NC(c3ccccc3)=N2)cc1	109.0	0.8
CN(C)C(=O)CCN1C(=O)C2C3C=CC(C3)C2C1=O (centres undefined)	103.0	0.2
Cc1ccc(NC(=O)C(=O)NCC(c2cccnc2)N2CCOCC2)cc1C (centres undefined)	102.0	-1.5

Later entries
smiles	Polio RdRp inh	Polio RdRp inh FP z-score
CCN(CC)S(=O)(=O)c1cc(C)ccc1NC(=S)NCCN1CCOCC1	100.0	-0.1
CNC(=O)c1c(-c2ccc(C)cc2)nc2ccccn12	101.0	-0.3
CCC1=Nc2cc(C(=O)O)ccc2Sc2ccc(Cl)cc21	99.0	-1
CCOc1ccc(OC(C)C(=O)O)cc1 (centres undefined)	101.0	-0.2
CCn1c(NN)nc2ccccc2c1=O	116.0	1.1
O=C(NN=Cc1ccc(O)cc1)c1ncn[nH]1	99.0	-0.1
Cc1cccc(C)c1NC(=O)C1CCCN1S(=O)(=O)c1cccc2nsnc12 (centres undefined)	106.0	0.4
O=C(COc1ccccc1Cl)NC(=O)NCC1COc2ccccc2O1 (centres undefined)	103.0	0.1
Cc1ccc(NC(=O)CSc2nc3n[nH]c(C)c3c(=N)n2-c2cccc(C)c2)cc1	104.0	0
O=C1NC(=Nc2cccc3ccccc23)SC1(CO)CO	102.0	0.3

More structures.
smiles	Polio RdRp inh	Polio RdRp inh FP z-score
CCCN(CCC)CC(O)Cn1cc(/C=C/C(=O)c2ccc(OC)cc2)c2ccccc21 (centres undefined)	104.0	-0.6
CC1=C(c2ccc(F)cc2)N2CCS(=O)(=O)N=C2S1	107.0	0.8
COC(=O)c1ccc(S(=O)(=O)NC2CCN(Cc3ccccc3)CC2)n1C	101.0	-0.4
Cc1cc(C)c(S(=O)(=O)N2CCC(C(=O)OC(C)C(=O)N3CCC(C)CC3)CC2)c(C)c1 (centres undefined)	99.0	-0.4
Cc1ccc(C2c3c(oc4ccccc4c3=O)C(=O)N2Cc2ccco2)cc1 (centres undefined)	101.0	0.4
Cc1ccc(NC(=O)N(C2=NCC(C)(C)S2)c2ccc(F)c(Cl)c2)cc1	103.0	0
CN(C(=O)CSc1nc2ccc(Br)cc2c(=O)n1Cc1ccco1)C1CCS(=O)(=O)C1 (centres undefined)	102.0	-0.1
CCC1CN(C(=O)N2CCC(C(=O)NCCN(CC)CC)CC2)c2ccccc2O1 (centres undefined)	106.0	-0.1
CCc1ccc2c(CN3CCN(Cc4ccccc4)CC3)cc(=O)oc2c1	109.0	0.7
COCCNc1cnn(C23CC4CC(CC(C4)C2C(=O)O)C3)c(=O)c1Cl (centres undefined)	101.0	-0.4

Carrying on:
smiles	Polio RdRp inh	Polio RdRp inh FP z-score
CC(=O)N(C1=NCCCS1)c1ccc(C)cc1	100.0	-0.5
Cc1cc(C)cc(N(CC(=O)Nc2c(C)cc(C)cc2C)S(=O)(=O)c2c(C)nn(C)c2C)c1	109.0	0.3
Cc1cc(C)c2c(CC(=O)N(Cc3ccccc3)C3CCS(=O)(=O)C3)coc2c1 (centres undefined)	119.0	0.3
COc1cccc(CN2CCc3nc(Nc4ccc5c(c4)OCCO5)ncc3C2)c1OC	106.0	0.1
COC(=O)CN(n1cnnc1)S(=O)(=O)c1ccc(C)cc1	101.0	0.3
CC(=O)c1ccc(NC(=O)C2CCCN(S(=O)(=O)c3ccc4c(c3)CCCN4C(C)=O)C2)cc1 (centres undefined)	108.0	0.2
COc1cccc(NC(=O)C2CCC(CNS(=O)(=O)c3ccc4c(c3)CCCC(=O)N4)CC2)c1 (centres undefined)	111.0	1
CCOc1ccc(-c2c(C)nn3c(C)c(C(=O)Nc4cc(C)cc(C)c4)cnc23)cc1OCC	100.0	-0.5
COC(=O)C1(c2ccccc2)NC(c2cccs2)C2C(=O)N(C)C(=O)C21 (centres undefined)	100.0	-0.4
CN(C)c1ccc(C(=O)NCc2cc(Cl)c3c(c2)OCCCO3)cc1	100.0	-0.5

Some of these compounds in order of SMILES length, lowest first:
smiles	Polio RdRp inh	Polio RdRp inh FP z-score
COC(=O)CN(n1cnnc1)S(=O)(=O)c1ccc(C)cc1	101.0	0.3
COc1cccc(CN2CCc3nc(Nc4ccc5c(c4)OCCO5)ncc3C2)c1OC	106.0	0.1
COC(=O)C1(c2ccccc2)NC(c2cccs2)C2C(=O)N(C)C(=O)C21 (centres undefined)	100.0	-0.4
COc1cccc(NC(=O)C2CCC(CNS(=O)(=O)c3ccc4c(c3)CCCC(=O)N4)CC2)c1 (centres undefined)	111.0	1
Cc1cc(C)cc(N(CC(=O)Nc2c(C)cc(C)cc2C)S(=O)(=O)c2c(C)nn(C)c2C)c1	109.0	0.3

Other entries.
smiles	Polio RdRp inh	Polio RdRp inh FP z-score
CN(C)S(=O)(=O)c1ccc2c(c1)oc(=O)c1cc(S(=O)(=O)N(C)C)ccc12	102.0	0.1
O=C(/C=C/c1ccc2c(c1)OCCO2)NCc1ccco1	119.0	2
Cc1ccc2[nH]c(=O)c(CNc3ccc(N4CCN(C)CC4)cc3)cc2c1	103.0	0.7
N#CCCNS(=O)(=O)c1ccc(C(=O)NCC23CC4CC(CC(C4)C2)C3)cc1	105.0	0.1
CCn1nnc2cc(C(=O)N(C)Cc3ccc(-c4ccc(Cl)cc4)o3)ccc21	104.0	0.1
COc1cccc(C(=O)NCC(=O)OCc2cc(=O)n3c(C)csc3n2)c1	111.0	0.9
Cc1cc(C)n(-c2nc3ccccc3[nH]c2=O)n1	169.0	9.5
Cc1ccc(OCCSc2ncnc3ccccc23)cc1	97.0	-0.6
COc1ccc(CCNC(=O)C(=O)Nc2ccc(C)cc2)cc1OC	102.0	-0.5
O=C(CCCN1C(=O)c2cccnc2Oc2ccc(Cl)cc21)N1CCCCC1	100.0	-0.5

(more compounds)
smiles	Polio RdRp inh	Polio RdRp inh FP z-score
CCCc1n[nH]c(=O)c2c1nnn2Cc1ccccc1F	106.0	2.5
CCCCNC(=O)c1nn(-c2ccc(OC)cc2)c(=O)c2ccccc12	99.0	-0.2
Cc1nnc(NCCc2ccccc2)[nH]c1=O	105.0	0.3
CCOC(=O)c1c(N)n(C(C)CC)c2nc3ccccc3nc12 (centres undefined)	106.0	-0.1
OCc1nc2ccccc2n1Cc1ccc(Cl)cc1	102.0	-0.6
Cc1ccc(C2CC(c3ccc(F)cc3)n3ncnc3N2C(=O)C2CC2)cc1 (centres undefined)	102.0	-0.2
O=C(Nc1cccc(Cl)c1)N1CC2CCCN2c2ccccc21 (centres undefined)	104.0	0.2
COc1ccc2c(c1OC)C(=O)N(c1cccc(Cl)c1)C2=O	103.0	0.4
Cc1cc(NS(=O)(=O)c2ccc(NS(C)(=O)=O)cc2)no1	105.0	0.3
CN(CC(=O)N1CC=C(c2ccccc2)CC1)S(=O)(=O)c1ccc2nc(-c3ccccc3)[nH]c2c1	99.0	-0.6

Entries listed so far containing a COOH group, in the order listed:
smiles	Polio RdRp inh	Polio RdRp inh FP z-score
O=C(O)CSc1c(-c2cccs2)[nH]c2ccccc12	100.0	-0.4
CCC1=Nc2cc(C(=O)O)ccc2Sc2ccc(Cl)cc21	99.0	-1
CCOc1ccc(OC(C)C(=O)O)cc1 (centres undefined)	101.0	-0.2
COCCNc1cnn(C23CC4CC(CC(C4)C2C(=O)O)C3)c(=O)c1Cl (centres undefined)	101.0	-0.4

Continued:
smiles	Polio RdRp inh	Polio RdRp inh FP z-score
S=c1n(CN2CCOCC2)c2ccccc2n1-c1ccccc1	72.0*	-4*
COc1ccc(Cl)cc1NC(=O)Cn1c(=O)oc2cc(S(=O)(=O)N3CCCCCC3)ccc21	107.0	0.5
CCCn1c(SCc2nc(-c3ccc(OCC)cc3)no2)nnc1-c1ccc(Cl)cc1	104.0	1
Cc1ccc(Sc2c(C)n[nH]c2C)cc1	102.0	0.5
Cc1ccccc1NC(=O)c1ccc(Cl)c(S(=O)(=O)N2CCCCCC2)c1	100.0	-0.4
COc1cc(-c2noc(-c3ccc(N(C)C)c([N+](=O)[O-])c3)n2)cc(OC)c1OC	112.0	1
CC(=O)OC[C@H]1O[C@@H](n2ncc(=O)[nH]c2=O)[C@H](OC(C)=O)C1OC(C)=O (some centres undefined)	101.0	0
O=C1CS/C(=N/C(=O)NC2CCCCC2)N1	104.0	0.3
Cc1ccc(C)c(Nc2ncnc3c2cnn3-c2ccc(F)cc2)c1	110.0	0.5
O=C(Nc1ccc(Br)cc1)Nc1nc2c(s1)CCCCCC2	104.0	-0.7

Continuation:
smiles	Polio RdRp inh	Polio RdRp inh FP z-score
CN(C)CC1CCCCC1OC(=O)c1ccc(Cl)cc1 (centres undefined)	103.0	0.3
Nn1c(COc2cccc(Br)c2)nnc1SCC(=O)N(C1CCCC1)C1CCS(=O)(=O)C1 (centres undefined)	97.0	-1.1
Cn1cc(-c2cc3n(n2)CCC(=O)N3CCCC(=O)Nc2ccc(Cl)cc2)c2ccccc21	111.0	1
O=C(CSc1nc(-c2ccco2)nc2cc(=O)[nH]n12)Nc1ccccc1	99.0	-0.9
CC(C)(C)Sc1ccc(SC#N)s1	95.0	-2.4
CCc1ccc(NC(=O)NC2CCN(C(C)C)CC2)cc1	101.0	-0.8
N#CC1=C(N)OC2=C(CCCC2=O)C1c1ccccc1C(F)(F)F (centres undefined)	106.0	0.5
COC(=O)C(C)n1nnc2sc(-c3ccccc3)cc2c1=O (centres undefined)	126.0	3
COc1ccc(Cl)cc1NC(=O)c1c(NCc2ccc(C)o2)sc2c1CCCCC2	124.0	3.1
Cn1c(SCc2ccccc2Cl)nnc1C(O)C(O)c1nnc(SCc2ccccc2Cl)n1C (centres undefined)	97.0	-2

More structures follow.
smiles	Polio RdRp inh	Polio RdRp inh FP z-score
CCC12CN3CC(CC)(CN(C1)C3c1c[nH]c3ccccc13)C2=O (centres undefined)	101.0	-0.3
CC1(C)OC(C)(C)/C(=C\c2ccc(F)cc2)C1=O	100.0	-0.5
CCOc1ccc(-c2cc(NC(=O)Cn3ncc4c(=O)oc5ccc(C)cc5c43)on2)cc1	103.0	0.7
CCOc1cc(CNS(=O)(=O)c2ccc3c(c2)CCCC(=O)N3)cc(OCC)c1OCC	102.0	0.5
COc1cccc(CN(C)C(=O)COC(=O)c2cc(C)cc(C)c2)c1	107.0	0.8
CC(=O)Nc1ccc(C(=O)CN2C(=O)NC(C)(c3ccc4c(c3)OCCO4)C2=O)c(F)c1 (centres undefined)	101.0	0
O=C(C1CC1)N1CCc2cc(Br)cc(S(=O)(=O)Nc3ccc(F)c(F)c3)c21	107.0	0.6
CCC(=O)Nc1cc(-c2nc3cccnc3s2)ccc1C	102.0	0.3
CC(C)(C)C(=O)/C=C/Nc1ccccc1C(N)=O	99.0	-0.5
O=C(Cc1n[nH]c(=O)c2ccccc12)OCCOc1cccc(Cl)c1	99.0	-0.6

Following part
smiles	Polio RdRp inh	Polio RdRp inh FP z-score
Cc1cc(C)cc(NC(=O)Cn2nnc(-c3nc(-c4ccncc4)no3)c2N)c1	110.0	0.5
CC(=O)c1ccc(NC(=O)Cn2c(-n3nc(C)cc3C)nc(C)c(C)c2=O)cc1	107.0	0.2
O=C(CCCc1nc(-c2ccccc2)no1)NC1CCCC1	104.0	0.3
O=C(O)C1(NS(=O)(=O)c2ccc(Cl)cc2)CCCCC1	102.0	-0.1
CC(=O)c1ccc(N2C(=O)N(Cc3ccccc3C#N)c3ccccc3S2(=O)=O)cc1	110.0	0.8
CCc1ccc(NC2=NS(=O)(=O)c3ccccc32)cc1	101.0	0.1
CCN1CCN(C(=O)c2csc3c2CCCCC3)CC1	101.0	-0.7
Cc1ccc(CNC(=O)CCn2cnc3ccccc3c2=O)cc1	111.0	0.8
NS(=O)(=O)c1ccc(NC(=O)/C=C/C(=O)O)cc1	102.0	0.2
Cc1cc(S(=O)(=O)Nc2ccc(C(=O)O)cc2)c(C)c(S(=O)(=O)c2ccc(Cl)cc2)c1	97.0	-0.8

Following part:
smiles	Polio RdRp inh	Polio RdRp inh FP z-score
COc1ccc(NC2CCN(C3CC(=O)N(c4ccc(Cl)cc4)C3=O)CC2)cc1 (centres undefined)	102.0	0.4
COC(=O)C1=C(C)NC(C)=C(C(=O)OC)C1c1ccc(C(C)C)cc1	102.0	0.2
CCc1c(C)nc2nncn2c1NCc1ccc(Cl)cc1	110.0	0.3
Cc1cc(OC(C)C(=O)N2CCN(Cc3ccccc3)CC2)nc(C(C)C)n1 (centres undefined)	108.0	0.7
O=C(O)CCN1C(=O)CSc2ccccc21	105.0	0.4

The list is partial, so the mix of outcomes need not match the whole.
